# Assay outcomes from PubChem BioAssay.
# SKKanGAS inh = S. pyogenes SKKanGAS growth inhibitors in kanamycin, primary screen, streptokinase expression inhibitor project, SKKanGAS strain, BacTiter-Glo luminescence; 6 h; 300,000 compounds, 1.3% hits; inhibition, % at 7.5 µM;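 active means mean replicate score, as percent of positive control median, at least 50; inconclusive means mean below 50 but one replicate at or above 50; inactive means mean and every replicate below 50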;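 further: strain carries kanamycin resistance gene driven by streptokinase promoter and grows in 40 µg/ml kanamycin; loss of luminescence reflects streptokinase promoter inhibition or plain growth inhibition; 0% = median of DMSO wells and 100% = positive control at its reference dose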
# TMEM16A act = TMEM16A chloride channel activators or potentiators, primary screen, cell-based, HTS | AID 623877, 2012 | B-score at 10 µM | HEK293 TMEM16A/YFP-H148Q/I152L, iodide quench fluorescence; stronger effect = lower value | 340,000 compounds, 0.3% hits | Anoctamin-1 (Mus musculus), Q8BHY3;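 active means fluorescence-ratio B-score plate-corrected deviation score at least 3 library SD below zero, with starting fluorescence score within 5 deviations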;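 further: channel opened by trigger with iodide after compound preincubation; score built on the fluorescence ratio of max minus min over baseline; more negative score means more quench and so TMEM16A activation or potentiation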
# KCNK3 inh = human KCNK3 channel inhibitors, primary screen, CHO cells, FluxOR thallium flux, B-score; 340,000 compounds, 0.84% hits; B-score at 10 µM; FluxOR fluorescence; stronger effect = lower value; AID 602410, 2012;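 active means B-score under library mean minus 4 SD, starting fluorescence ratio at most library mean plus 5 SD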;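 further: more negative B-score means stronger inhibition of thallium flux through KCNK3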
# RGS4 act = RGS4 potentiators or activators, primary screen, cell-based, HEK293 M3R inducible RGS4, calcium flux. B-score at 10 µM. carbachol calcium flux Fluo4; stronger effect = lower value. 310,000 compounds, 0.92% hits;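 active means B-score of the integrated calcium signal more than 4 SD below the library mean, with starting fluorescence not abnormally high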;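 further: negative B-score means reduced calcium response which marks RGS4 activation or potentiation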
#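 Material: Inducible-RGS4 HEK293 cells carrying M3 receptor; also added: carbachol at ECmax as muscarinic agonist stimulus; incubation: compound preincubation 20 min at room temperature before agonist; signal: Fluo4-AM (2 µM) calcium-flux fluorescence, kinetic read; measure: integrated calcium ratio converted to B score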
# RGS4 inh = RGS4 inhibitors, primary screen, cell-based, HEK293 M3R inducible RGS4, calcium flux; Fluo-4 calcium flux; stronger effect = higher value; triggered by carbachol at its EC20; 310,000 compounds, 0.45% hits; Regulator of G-protein signaling 4 (Homo sapiens), P49798; B-score at 10 µM; AID 463165, 2010;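 active means B-score, a plate-corrected calcium signal, over three deviations above library mean, with baseline fluorescence within five deviations of library mean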;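 further: RGS4 expression induced by doxycycline in cells with stable M3 receptor; B-score is computed from the integrated fluorescence ratio over baseline after carbachol; higher B-score means a larger calcium signal and so more RGS4 inhibition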
# KCNQ1 act = potentiators or activators of KCNQ1 channel, primary screen, cell-based, thallium flux, high-throughput; Potassium voltage-gated channel subfamily KQT member 1 (Homo sapiens), P51787; B-score at 10 µM; CHO-K1 KCNQ1, thallium flux FluxOR fluorescence; stronger effect = higher value; 310,000 compounds, 0.35% hits;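 active means fluorescence ratio B-score, a plate-corrected score, at least three library SD, with initial intensity B-score within 5 SD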
# Target sequence (P51787 whole entry, looked up): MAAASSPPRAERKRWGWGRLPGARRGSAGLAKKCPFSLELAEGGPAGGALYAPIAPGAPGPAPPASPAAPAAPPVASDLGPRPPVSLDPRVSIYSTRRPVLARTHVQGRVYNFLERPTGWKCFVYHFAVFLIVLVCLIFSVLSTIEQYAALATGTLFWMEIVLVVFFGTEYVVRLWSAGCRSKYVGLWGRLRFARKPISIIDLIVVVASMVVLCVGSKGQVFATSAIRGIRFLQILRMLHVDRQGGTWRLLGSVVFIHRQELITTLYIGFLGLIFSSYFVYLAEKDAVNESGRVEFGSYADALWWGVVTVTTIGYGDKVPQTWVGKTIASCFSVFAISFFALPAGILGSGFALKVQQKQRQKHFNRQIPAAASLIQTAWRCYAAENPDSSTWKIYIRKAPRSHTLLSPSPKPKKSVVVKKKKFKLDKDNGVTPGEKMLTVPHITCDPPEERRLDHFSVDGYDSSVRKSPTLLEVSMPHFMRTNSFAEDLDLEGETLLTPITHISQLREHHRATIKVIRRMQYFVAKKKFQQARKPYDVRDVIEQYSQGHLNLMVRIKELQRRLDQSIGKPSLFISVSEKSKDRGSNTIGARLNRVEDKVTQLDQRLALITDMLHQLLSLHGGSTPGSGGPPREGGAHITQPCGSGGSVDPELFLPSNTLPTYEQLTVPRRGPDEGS
#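 System: Stable KCNQ1 CHO-K1 line | Incubation: 90 min dye loading and 20 min compound exposure, both at room temperature | Measure: Ratio B score | Medium: Assay buffer for compound exposure, DMSO matched across wells | Compound dosing: Single-concentration screen | Probe or stimulus: K+/Tl+ depolarizing stimulus | Measured by: Kinetic FluxOR fluorescence, 10 s baseline plus 110 s post-stimulus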
# KCNQ1 inh = inhibitors of human KCNQ1 channel, primary screen, cell-based, thallium flux, high-throughput; CHO-K1 KCNQ1, FluxOR thallium flux fluorescence; stronger effect = higher value; Potassium voltage-gated channel subfamily KQT member 1 (Homo sapiens), P51787; 310,000 compounds, 1.3% hits; B-score at 10 µM; AID 2642, 2010;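 active means compounds whose thallium flux B-score, printed positive for inhibition, exceeds three library SD while starting fluorescence stays within three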;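 further: channel opened by potassium depolarization with thallium stimulus after 20 min compound exposure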
# KCNK9 inh = KCNK9 potassium channel inhibitors, primary screen, HEK293 cells, thallium flux; Potassium channel subfamily K member 9 (Homo sapiens), Q9NPC2; FluxOR thallium flux fluorescence; stronger effect = lower value; B-score at 10 µM; 310,000 compounds, 1.2% hits; AID 488922, 2010;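 active means ratio B-score over 3 SD below the library mean, with starting fluorescence within 5 SD of its mean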;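 further: negative B-score means less thallium flux so channel inhibition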
# hERG rescue = hERG rescue from dofetilide block, primary screen, cell-based, CHO-hERG, FluxOR thallium flux, dofetilide IC70 | dofetilide IC70 present | 310,000 compounds, 0.51% hits | activation (rescue from dofetilide block), less the hit threshold, % at 10 µM | Voltage-gated inwardly rectifying potassium channel KCNH2 (Homo sapiens), Q12809;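 active means activation above the mean of controls blocked by dofetilide plus 5 SD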;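 further: thallium influx through hERG after potassium depolarization seen as dye fluorescence rise; in these data hits start at about 4.7%; inactives centre near -7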
# HDAC3 inh = HDAC3 deacetylase inhibitors, primary screen, biochemical, fluorescence, cell-free homogeneous | Histone deacetylase 3 (Homo sapiens), O15379 | recombinant HDAC3, fluorogenic peptide/trypsin coupled | inhibition, % at 8.3 µM | 320,000 compounds, 0.15% hits | AID 2718, 2010; in the data active means inhibition above about 26%, passing the limit was not always enough; inconclusive means no clear call, values can overlap the other calls
# Target sequence (O15379 whole entry, looked up): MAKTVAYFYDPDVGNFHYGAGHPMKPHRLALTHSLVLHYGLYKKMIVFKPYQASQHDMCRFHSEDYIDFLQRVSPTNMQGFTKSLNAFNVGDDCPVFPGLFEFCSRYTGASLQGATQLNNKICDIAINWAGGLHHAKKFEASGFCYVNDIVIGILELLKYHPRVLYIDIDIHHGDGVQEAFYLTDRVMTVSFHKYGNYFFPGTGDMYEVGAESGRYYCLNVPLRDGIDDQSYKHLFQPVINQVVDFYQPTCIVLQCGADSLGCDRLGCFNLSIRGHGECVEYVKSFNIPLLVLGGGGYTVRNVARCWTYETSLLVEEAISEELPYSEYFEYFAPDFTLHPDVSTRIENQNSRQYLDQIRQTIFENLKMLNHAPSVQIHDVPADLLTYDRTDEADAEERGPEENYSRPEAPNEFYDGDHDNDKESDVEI
# TMEM16A inh = TMEM16A chloride channel inhibitors, primary screen, cell-based, HTS. normalized B-score (activity score, 25-100; higher = stronger inhibition) at 10 µM. AID 588511, 2011. 310,000 compounds, 1.2% hits. HEK293 TMEM16A/YFP iodide influx fluorescence, ionomycin;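 active means ratio plate-corrected score three or more library SD toward inhibition, starting fluorescence score within five deviations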;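 further: score derived from kinetic fluorescence span divided by baseline fluorescence per well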
# An asterisk follows results filed as active; i = inactive; ? = inconclusive; . = not tested or not shown.
canonical_smiles	TMEM16A inh	KCNQ1 act	SKKanGAS inh	hERG rescue	HDAC3 inh	TMEM16A act	KCNK9 inh	RGS4 act	KCNK3 inh	RGS4 inh	KCNQ1 inh
Cc1cc(N2CCOCC2)nc(N)n1	i	i	-10.1	-4.5	-0.4	i	i	i	i	i	i
O=C(NCc1cccnc1)c1noc2c1CCCC2	i	i	-1.1	-6.1	-1.8	i	i	i	i	i	i
CCCCNc1c2c(nc3c(-c4ccccc4)c(C)nn13)CCC2	i	i	10.6	-8.6	-3.9	i	i	i	i	i	i
O=C(NC(Cc1ccccc1)C(=O)O)c1ccc(S(=O)(=O)N2CCOCC2)cc1 (configuration not stated)	i	i	3.6	-8.3	1.1	i	i	i	i	i	i
COc1ccc(CNc2ncnc3sccc23)cc1	i	i	1.5	-15.8	2.2	i	i	i	i	i	i
COc1ccc(-n2cc(CN3CCCC3)c(-c3cccc(F)c3)n2)cc1	i	i	0.3	-5.8	-22.1	i	i	i	i	i	i
COc1ccc(N2CCN(C(=O)c3ccc(Oc4ccc(C(F)(F)F)cn4)cc3)CC2)cc1	i	i	0.6	-11.2	-4.9	i	i	i	i	i	i
CC(=O)NC1CC2CCCC(C1)N2Cc1ccc(C)cc1 (configuration not stated)	i	i	8.6	-6.6	5.5	i	i	i	i	i	i
Cc1ccc(CC(=O)O/N=C(\N)c2ccccn2)cc1	i	i	-18.5	-12.7	-0.4	i	i	i	i	i	i
COc1cc(C(=O)NNC(=O)c2ccc(S(=O)(=O)N3CCCCC3)cc2)cc(OC)c1OC	i	i	-0.1	-5.7	8.8	i	i	i	i	i	i
COc1cc(C(=O)OCC(=O)NCCC2=CCCCC2)ccc1OCC(C)C	i	i	-5.4	-11.8	.	i	i	i	i	i	i
c1ccc(-c2[nH]ncc2CN2CCN(Cc3ccc4c(c3)OCO4)CC2)cc1	i	i	-7.9	-16.9	2.4	i	i	i	i	i	i
Cc1nc(NC(=O)c2ccc(Br)s2)sc1C(=O)N(C)C	i	i	-2.2	-4.3	6.3	i	i	i	i	i	i
Cc1oc(-c2cccs2)nc1CN1CCN(Cc2ccc(F)c(F)c2)C(CCO)C1 (configuration not stated)	i	i	-5.2	-13.3	-5.8	i	i	i	i	i	i
C/C(=N\NC(=O)C1CCCN(S(=O)(=O)c2ccccc2)C1)c1ccccn1 (configuration not stated)	i	i	19.0	-1.9	-3.0	i	i	i	i	i	i
COc1cccc(CN2CCC(C(=O)N3CCC(C)CC3)CC2)c1	i	i	9.3	-0.1	4.1	i	i	i	i	i	i
OCC(CO)(CO)NCc1ccc(-c2ccccc2)cc1	i	i	5.1	-8.2	-2.1	i	i	i	i	i	i
COc1ccc2c(c1)c(CCN1C(=O)c3ccccc3C1=O)cn2C(=O)c1ccco1	i	i	-18.2	-5.5	-2.3	i	i	i	i	i	i
CC1=C(C(=O)Nc2ccccc2)C(c2ccc(C)o2)N2C(=O)CSC2=N1 (configuration not stated)	i	i	10.6	-8.5	3.9	.	i	i	.	i	i
Cc1cnc(NC(=O)CN2C(=O)C3CC=CCC3C2=O)s1 (configuration not stated)	i	i	-3.3	-15.0	0.3	i	i	i	i	i	i
Cc1ccc(S(=O)(=O)N(C)Cc2ccc(C(=O)N/N=C3\CCCC(=O)C3)cc2)cc1	i	i	0.5	-3.4	6.8	i	i	i	i	i	i
FC(F)(F)c1ccc2c(c1)n(Cc1ccccc1)c1[n+]2CCCCC1	i	i	12.1	-10.6	-1.7	i	i	i	i	i	i
CCOC(=O)C1CCN(C(=O)C2CC(=O)N(c3ccc4c(c3)OCCO4)C2)CC1 (configuration not stated)	i	i	-3.9	-9.2	0.8	i	i	i	i	i	i
COC(=O)CNc1nc(OC)nc(N(C)C)n1	i	i	1.7	-2.2	10.1	i	i	i	i	i	i
Cc1nn(C)cc1CNC(=O)c1cc2n(n1)C(C(F)(F)F)CC(c1cccs1)N2 (configuration not stated)	i	i	-2.5	-3.2	7.0	i	i	i	i	i	i
Nc1c(C(=O)NCc2ccc(F)cc2)c2nc3ccccc3nc2n1CCCN1CCOCC1	i	i	19.7	-23.2	-2.0	i	i	i	i	i	i
Cc1onc(-c2ccccc2)c1C(=O)N/N=C/c1cc(Br)c(O)c(Br)c1	.	i	4.0	-6.0	.	i	i	i	i	i	i
O=C(Nc1cc(Cl)ccc1Cl)c1ccco1	i	i	3.2	-7.2	-10.4	i	i	i	i	i	i
COc1cc(-c2nc(=S)[nH][nH]2)cc(OC)c1OC	i	i	-4.2	-11.4	?	i	i	i	i	i	i
CCn1nccc1C(=O)Nc1ccccc1OC	i	i	1.4	-3.8	1.8	i	i	i	i	i	i
Cc1ccc2nc(Cl)c(/C=N/Nc3ccc(C(=O)O)cc3)cc2c1	i	i	-1.3	-10.4	9.4	i	i	i	i	i	i
O=C(/C=C/c1ccccc1)N1CCN(c2ccccn2)CC1	i	i	-0.9	-12.9	6.4	i	i	i	i	i	i
CC(NC(=O)c1c(O)c2ccccc2n(C)c1=O)c1ccccc1 (configuration not stated)	i	i	-1.2	-0.7	-1.1	i	i	i	i	i	i
Cc1oc(-c2ccc(Cl)cc2)nc1CS(=O)CC(=O)NCCCN(C)C1CCCCC1 (configuration not stated)	i	i	-7.5	-12.1	8.2	i	i	i	i	i	i
CC(C)[C@H](NC(=O)[C@@H]1Cc2c([nH]c3ccccc23)C2c3ccccc3C(=O)N21)C(=O)N1CCC[C@@H]1C(=O)O (some centres not stated)	i	i	8.3	-5.0	-2.3	i	i	i	i	i	i
CC(=O)Nc1ccc(NC(=O)C(C)c2cccc(C(=O)c3ccccc3)c2)cc1 (configuration not stated)	i	i	-7.4	-9.5	1.2	i	i	i	i	i	i
O=C(NC1CCCCCCC1)c1cnccn1	i	i	-0.6	-5.2	5.9	i	i	i	i	i	i
Cc1ccccc1C(=O)Nc1nnc(CC(=O)N/N=C/c2ccncc2)s1	i	i	1.6	1.7	-2.3	i	i	i	i	i	i
CCOC(=O)Cc1csc(NC(=S)NC(=O)c2ccccc2)n1	i	i	-23.3	-5.2	9.5	i	i	i	i	i	i
Cc1ccc(C)c(NC(=O)C2CCCN2C(=O)NC2CCCCC2)c1 (configuration not stated)	i	i	1.8	-20.2	-5.2	i	i	i	i	i	i
COc1ccc(-c2noc(CCCC(=O)NCC3CCCO3)n2)cc1 (configuration not stated)	i	i	0.5	-6.3	5.7	i	i	i	i	i	i
Cc1nn(C(=O)c2nn(C)cc2Cl)c(C)c1Br	i	i	-10.0	-9.6	5.9	i	i	i	i	i	i
CCc1cccc(NC(=O)C2CC2c2ccccc2)c1 (configuration not stated)	i	i	1.9	-1.5	3.9	i	i	i	i	i	i
CCC(C)(C)NC(=O)CN(C(=O)CNS(=O)(=O)c1ccccc1)c1ccccc1	i	i	3.6	-0.4	5.2	i	i	i	i	i	i
CCc1nnc(NC(=O)C2CC(=O)N(Cc3ccccc3)C2)s1 (configuration not stated)	i	i	-5.3	-6.8	-3.8	i	i	i	i	i	i
COc1ccc(OC)c(C(=O)c2ccc(C(=O)N3CCCCC3)cc2)c1	i	i	1.5	-11.2	4.6	i	i	i	i	i	i
CCCCOc1ccc(-c2nnn(CC(=O)c3c[nH]c4ccccc34)n2)cc1	i	i	-0.1	-7.4	-5.8	i	i	i	i	i	i
CCC(=O)Nc1ccc(NC(=O)c2ccc3c(c2)OCO3)cc1	i	i	17.4	-6.0	0.1	i	i	i	i	i	i
CC(C)C[C@H](NC(=O)c1nc[nH]c1C(=O)NC1CCNCC1)C(=O)OCc1ccccc1	i	i	1.3	-4.2	-4.6	i	i	i	i	i	i
Cc1ccc(/C=N/N2C(=O)c3ccccc3NC2c2ccc(C)cc2)cc1 (configuration not stated)	i	i	-6.2	-0.2	5.6	i	i	i	i	i	i
O=C(NC1CCN(c2ncccn2)CC1)c1ccccc1F	i	i	-3.3	-6.2	-2.1	i	i	i	i	i	i
CCOC(=O)c1[nH]c2ccc(OC)cc2c1NC(=O)c1ccc2c(c1)OCO2	i	i	-14.5	-11.2	1.9	i	i	i	i	i	i
COc1ccc(NC(=O)COC(=O)C23CC4CC(CC(Cl)(C4)C2)C3)c(OC)c1	i	i	3.6	-8.1	-1.1	i	i	i	i	i	i
CN(C1=NC(=O)C(CC(=O)Nc2ccc(Br)cc2)S1)c1ccc(O)cc1 (configuration not stated)	i	i	1.0	-9.0	0.1	i	i	i	i	i	i
CCCn1c2ccccc2c2nnc(SCc3[nH]c(=O)[nH]c3C(=O)CCCCC(=O)OCC)nc21	i	i	6.6	-6.4	8.8	i	i	i	i	i	i
CSc1ccccc1NC(=O)c1csc(C)c1	i	i	0.8	-3.6	4.7	i	i	i	i	i	i
CC(C)(C)c1ccc(OCc2ccc(C(=O)Nc3cccnc3)o2)cc1	25*	i	4.0	-11.4	10.5	i	i	i	i	i	i
Cc1ccccc1OCC(=O)O/N=C(\N)Cc1ccc(Cl)cc1	i	i	5.4	-8.9	-9.2	i	i	i	i	i	i
CC(C)(C)OC(=O)NCC(=O)NCC(=O)OCc1ccccc1	i	i	-3.9	-11.1	0.3	i	i	i	i	i	i
